Source: PubChem
CHT PAM: allosteric activators of human choline transporter CHT; Q9GZV3; CHT-expressing cells, membrane potential dye, choline EC20; stronger effect = higher value; LV-AA mutant CHT in HEK293 cells; B-score at 10 µM; 310,000 tested, 0.49% active;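 active means initial fluorescence not abnormally high and integrated response B-score, plate-corrected, over 3 SD above library mean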
Target sequence (Q9GZV3 whole entry, looked up): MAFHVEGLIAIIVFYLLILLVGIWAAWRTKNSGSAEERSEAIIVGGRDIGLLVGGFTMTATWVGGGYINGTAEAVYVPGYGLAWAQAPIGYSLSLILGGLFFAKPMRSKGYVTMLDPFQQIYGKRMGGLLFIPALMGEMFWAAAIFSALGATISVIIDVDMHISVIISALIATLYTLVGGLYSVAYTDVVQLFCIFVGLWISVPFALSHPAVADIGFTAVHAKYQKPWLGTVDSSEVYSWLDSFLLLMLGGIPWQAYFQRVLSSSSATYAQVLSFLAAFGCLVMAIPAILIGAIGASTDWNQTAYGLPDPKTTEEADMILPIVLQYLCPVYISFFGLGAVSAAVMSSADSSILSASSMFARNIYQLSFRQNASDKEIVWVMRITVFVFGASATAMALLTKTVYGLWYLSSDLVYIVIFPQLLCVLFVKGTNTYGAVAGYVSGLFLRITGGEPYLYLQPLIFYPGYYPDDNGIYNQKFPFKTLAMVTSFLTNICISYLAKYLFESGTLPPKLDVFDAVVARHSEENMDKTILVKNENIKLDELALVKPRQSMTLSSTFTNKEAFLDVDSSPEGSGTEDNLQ
OX1R antagonist: blocks the human orexin 1 receptor; inhibition, % at 5 µM; AID 434989; O43613; 330,000 tested, 0.43% active; CHO/OX1R cells, Fluo-8 calcium fluorescence, orexin A;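 active means inhibition above its plate's threshold, mean inhibition of all tested compounds on the plate plus 3 SD, cut at about 37% in these data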;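 further: 0% = orexin A challenge wells and 100% = SB-334867-A antagonist wells; not every result past the cut was called active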
Target sequence (O43613 whole entry, looked up): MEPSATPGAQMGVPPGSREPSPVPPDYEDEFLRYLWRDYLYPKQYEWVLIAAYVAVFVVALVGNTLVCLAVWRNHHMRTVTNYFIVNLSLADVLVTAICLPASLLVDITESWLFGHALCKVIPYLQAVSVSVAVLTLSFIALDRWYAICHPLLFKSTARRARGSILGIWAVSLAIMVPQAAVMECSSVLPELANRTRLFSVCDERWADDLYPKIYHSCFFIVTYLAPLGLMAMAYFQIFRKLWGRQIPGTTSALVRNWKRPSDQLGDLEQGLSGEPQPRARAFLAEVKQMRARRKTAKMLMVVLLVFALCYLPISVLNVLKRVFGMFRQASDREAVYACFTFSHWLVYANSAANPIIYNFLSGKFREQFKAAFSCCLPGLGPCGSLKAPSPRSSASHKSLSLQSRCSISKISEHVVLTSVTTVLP
Numbers without * were called inactive; i = inactive; / = no result given.

Every second line gives: CHT PAM, OX1R antagonist
COCCNc1nnc(Cc2ccc(OC)c(OC)c2)c(=O)[nH]1
    i, -21.4
Cc1ccc(Cn2c(C)c3cnn(CC(=O)NCc4ccccn4)c(=O)c3c2C)cc1
    i, -16.4
O=C(/C=C/c1ccc(S(=O)(=O)N2CCOCC2)cc1)N1CCN(c2ccccc2)CC1
    i, -35.9
Cc1ccc(C(=O)NCC(=O)OCC(=O)NCCNC(=O)COC(=O)CNC(=O)c2ccc(C)cc2)cc1
    i, -17.3
CCN1C(C#N)=C(C#N)N=C(C)CC1(C)C
    i, 5.8
CCOC(=O)CCCCCC(=O)Nc1ccc2c(c1)C(=O)N([C@H](C)CO)C[C@H](C)[C@@H](CN(C)C(=O)Nc1ccc(OC)cc1)O2
    /, -42.4
COCc1cc(C)nc2sc(C(=O)Nc3ccccc3C)c(N)c12
    i, -22.5
CCOc1ccc(NC(=O)c2ccc(CN3CCc4ccccc4C3)cc2)cc1
    i, -21.7
CC(OC(=O)c1nc(-c2ccccc2)n(-c2ccccc2)n1)C(=O)Nc1cc(Cl)cc(Cl)c1 (centres undefined)
    i, -15.0
COc1ccc(/C=N\NC(=O)CNC(=O)C2COc3ccccc3O2)cc1[N+](=O)[O-] (centres undefined)
    i, -9.1
O=[N+]([O-])c1cc([N+](=O)[O-])c2cccnc2c1O
    i, -31.6
COc1ccc(-c2nnc(SCC(=O)NC(C)C)n2CC2CCCO2)cc1OC (centres undefined)
    i, -7.0
CCN1C(=O)C(=O)N(CC(=O)c2cc(C)n(C3CC3)c2C)C1=O
    /, -16.7
COc1c(N2CCN(C(=S)NC3CC4CCC3C4)C(C)C2)c(F)cc2c(=O)c(C(=O)O)cn(C3CC3)c12 (centres undefined)
    i, -19.6
CCN(c1ccccc1)S(=O)(=O)c1ccc(Oc2ccc(-n3ccnc3)cc2)nc1
    i, -2.1
CN(C)c1ccc(C(=O)c2ccccc2C(=O)O)cc1[N+](=O)[O-]
    i, 6.6
COc1cccc(/C=N/NC(=O)Cn2nc([N+](=O)[O-])cc2C)c1
    i, -17.7
COc1ccccc1C(=O)Nc1c2c(nn1-c1ccc([N+](=O)[O-])cc1)CS(=O)(=O)C2
    i, -8.6
COc1cccc(OCc2nc(-c3ccc(Br)o3)no2)c1
    i, -8.6
COc1ccc(OC)c(-c2nc(C)sc2CC(=O)O)c1
    i, -4.8
Cc1cccc(C)c1NC(=O)CN(C)C(=O)c1ccc(-n2cncn2)c([N+](=O)[O-])c1
    i, -5.8
CCCCCC(=O)Nc1nc(C)c(-c2csc(Nc3ccccc3OCC)n2)s1
    i, -30.4
CCCC(=O)Nc1sc(C(=O)OC)c(C)c1C(N)=O
    i, -0.4
O=C1c2cccnc2C(=O)N1Cc1ccc(S(=O)(=O)N2CCN(c3ccc(Cl)cc3)CC2)cc1
    i, -14.4
Cc1ccnc(NS(=O)(=O)c2cc(-c3cc(C)no3)ccc2C(C)C)c1
    i, -18.0
Cc1cccc(-c2nnc(SCC(=O)O)n2Cc2ccccc2)c1
    i, -24.3
CCNc1nc(NCC)n2c(SCC(=O)NCC3CCCCC3)nnc2n1
    i, -18.0
CC1CN(C(=O)Nc2ccc(Br)cc2Cl)CC(C)O1 (centres undefined)
    i, -17.3
COc1ccccc1NS(=O)(=O)c1cccc(C(=O)NCC(c2ccccc2OC)N2CCCC2)c1 (centres undefined)
    i, -29.3
COCCNC(=O)COC(=O)/C=C/c1cnc2ccccc2n1
    i, -3.2
Cn1c(CO)cnc1SCc1ccc([N+](=O)[O-])cc1
    i, -8.6
COc1ccc(C(=O)NCCS(=O)(=O)NCc2ccccc2)cc1
    i, -27.5
CC(C)n1c(SCC(=O)Nc2ccccc2)nc2c1c(=O)n(C)c(=O)n2C
    i, -43.2
Cn1c(=O)c2sccc2n2c(CCCC(=O)NCc3ccc(F)cc3)nnc12
    i, -12.4
CC(C)N(C(=O)[C@H]1C[C@H](CC(=O)NCCC2=CCCCC2)C(=O)N2CCc3c([nH]c4ccc(Cl)cc34)[C@]12C)C(C)C
    /, -9.2
Cc1ccc(SCC(=O)OCC(=O)NCCc2ccc(S(N)(=O)=O)cc2)c(C)c1
    /, -4.6
CC(=O)Nc1ccc(C(O)(C(F)(F)F)C(F)(F)F)cc1
    i, 6.9
Cc1cc(C)nc(NS(=O)(=O)c2ccccc2)n1
    i, 5.6
COc1ccc(C(C)(C)C)cc1NC(=O)CCc1c(C)noc1C
    /, -9.3
Cc1noc(C)c1S(=O)(=O)N1CCCC1C(=O)NC(C)(C)C (centres undefined)
    i, -1.1
O=C(CSc1nc2c(c(C(F)(F)F)n1)CCc1ccccc1-2)NCc1ccco1
    i, -20.9
Cc1c(C(=O)N/N=C/c2ccc(Cl)cc2)[nH]c2ccc(Cl)cc12
    i, -13.8
CC(=O)NC1=C(N(C)C2CCS(=O)(=O)C2)C(=O)c2ccccc2C1=O (centres undefined)
    i, -9.5
S=c1nc(-c2ccccc2)[nH]n1-c1ccccc1
    i, -13.1
Cc1nc2ccccc2c2oc(C(=O)NCCN3CCN(C)CC3)cc12
    i, -4.0

An excerpt from above in order of the OX1R antagonist value, high to low:
molecule,OX1R antagonist
CC(C)N(C(=O)[C@H]1C[C@H](CC(=O)NCCC2=CCCCC2)C(=O)N2CCc3c([nH]c4ccc(Cl)cc34)[C@]12C)C(C)C,-9.2
CC(=O)NC1=C(N(C)C2CCS(=O)(=O)C2)C(=O)c2ccccc2C1=O (centres undefined),-9.5
COc1ccc(C(=O)NCCS(=O)(=O)NCc2ccccc2)cc1,-27.5

Continued:
Every second line gives: CHT PAM, OX1R antagonist
O=C(O)C(Cc1c[nH]c2ccccc12)NS(=O)(=O)c1ccc(Cl)c(C(F)(F)F)c1 (centres undefined)
    i, -9.0
CCOC(=O)CSc1nnc([C@@H](NC(=O)OC(C)(C)C)C(C)C)o1
    i, -9.1
Cc1ccccc1NC(=O)C1CCCN(C(=O)Nc2ccc(F)cc2)C1 (centres undefined)
    i, -10.2
O=c1[nH]cc(C(F)(F)F)cc1NS(=O)(=O)c1ccc([N+](=O)[O-])cc1
    i, -1.8
FC(F)(F)c1nc(NCc2cccnc2)c2ccccc2n1
    i, -24.3
CC1(C)NC(=O)N(CCOc2cccc(Oc3ccccc3)c2)C1=O
    i, 19.4
O=C(c1ccccc1)C1CCN(CC(=O)N2CCN(c3ccccc3)CC2)CC1
    i, -7.3
CCCCNC(=O)OCC(CC)NC(=O)OCC(C)C (centres undefined)
    i, -37.2
O=C(OCn1nnc2ccccc2c1=O)c1cc2ccccc2o1
    i, -9.0
COC(=O)C1=C(N)Oc2cc(C)n(Cc3cccnc3)c(=O)c2C1c1cccc(OC)c1OC (centres undefined)
    i, -13.9
CC(=O)Nc1ccc(S(=O)(=O)Nc2cccc(-n3cnnn3)c2)cc1
    i, -9.3
O=C(COC(=O)CNC(=O)c1cccs1)Nc1ccc(C(F)(F)F)cc1[N+](=O)[O-]
    i, -7.8
Clc1ccc(-c2nnnn2-c2ccc(Cl)cc2)cc1
    i, -10.1
COc1ccc(NC(=S)NC(=O)c2csnn2)cc1
    i, -7.4
Cc1cc(/C=C2/C(=N)N3C(c4ccccc4)=CSC3=NC2=O)c(C)n1-c1ccccc1
    i, -0.3
Cc1oc(-c2ccccc2Cl)nc1CS(=O)CC(=O)NCc1ccco1 (centres undefined)
    i, -16.8
Cc1ccc(C(=O)NC(C)c2ccc(-n3ccnc3)cc2)o1 (centres undefined)
    i, -10.0
CCOc1nc(-c2ccc(Cl)cc2)nc2ccccc12
    i, -10.5
COc1cccc(NC(=O)Cc2nc(-c3ccccc3)sc2-c2ccc(C)cc2)c1
    i, -19.6
CCn1c(=N)c(S(=O)(=O)c2ccccc2)cc2c(=O)n3ccccc3nc21
    i, -7.4
O=C(Nc1cccnc1)C12CC3CC(CC(C3)C1)C2
    i, 4.7
COc1cc(-c2nnc(NC(=O)c3ccc(S(=O)(=O)N4CCOCC4)cc3)o2)cc(OC)c1OC
    i, 13.1
CCC(=O)OC1(C)C(=O)C=C2C=C(CCCC(=O)OC)OC=C2C1=O (centres undefined)
    i, 11.2
Cc1nn(-c2ccccc2)c(Cl)c1C(=O)Nc1ccc(N2CCOCC2)cc1
    i, -16.4
Cc1ccc(C(=O)COC(=O)CCCC(=O)Nc2cc(C(F)(F)F)ccc2Cl)cc1C
    i, -21.7
O=C(Nc1sc2c(c1C(=O)c1ccc(Cl)cc1)CCCC2)c1cccnc1
    i, -33.3
O=C(CSc1nnc(COc2cccc3cccnc23)o1)N1CCCC1
    i, -19.3
CCCc1cc(=O)[nH]c(SCC(=O)Nc2cc(S(=O)(=O)N(CC)c3ccccc3)ccc2Cl)n1
    /, -21.1
O=C(CNC(=O)C12CC3CC(CC(C3)C1)C2)N/N=C\c1ccccn1
    i, -7.8
COc1ccc(F)cc1-c1nc(N)nc(N)n1
    /, -11.3
O=C(COc1ccccc1[N+](=O)[O-])N/N=C/c1cccc(OC(=O)c2ccc3c(c2)OCO3)c1
    i, 8.6
CCOC(=O)Cn1c(S(=O)(=O)Cc2ccccc2)nc2ccccc21
    i, -20.2
COc1cc(C(=O)NCC(=O)NNC(=O)CN(C)S(=O)(=O)c2ccc(Cl)cc2)cc(OC)c1OC
    /, -19.1
O=C(CN1C(=O)C2C3CCC(C3)C2C1=O)OCC(=O)c1cccc([N+](=O)[O-])c1 (centres undefined)
    i, -8.1
O=C(CSC1=NCCS1)Nc1ccnc2ccccc12
    i, 30.5
CC(C)c1ccc2[nH]c(O)c(N=NC(=S)NCCc3ccccc3)c2c1
    i, -24.5
O=C(CN1CCN(c2ccc(F)cc2)CC1)NCc1ccc(F)cc1
    i, -22.7
O=C(C(NS(=O)(=O)c1cccc2nsnc12)c1ccccc1)N1CCN(c2ccccn2)CC1 (centres undefined)
    i, -20.6
CS(=O)(=O)c1ccc2nc(NC(=O)C3CCCCC3)sc2c1
    i, 4.0
CC(C)(C)NCCCCOc1ccc(F)cc1
    i, -3.4
COc1cc(OC)c(OC)cc1/C=N/Nc1ncnc2c1[nH]c1ccc(C)cc12
    i, 0.2
C[N+]1(CCOC(=O)C2(c3ccccc3)CCCC2)CCCCC1
    i, -14.9
CCSc1nnc(Cn2c(=O)sc3ccccc32)n1-c1ccc(OC)cc1
    i, -22.8
O=C(O)c1ccc(Nc2ncc([N+](=O)[O-])cc2[N+](=O)[O-])cc1
    i, -2.4
COc1cccc(NC(=O)Cn2cnc3c(oc4nc5c(cc43)CCCC5)c2=O)c1
    i, -11.1
COc1cc(/C=C2\SC(=S)N(C(C(=O)O)c3ccccc3)C2=O)ccc1O (centres undefined)
    i, 21.6
CC(OCCN1CCCC1)(c1ccc(F)cc1)c1ccc(F)cc1
    i, -26.9
COc1ccc(/C=C2\N=C(SC)SC2=O)cc1OC
    i, 12.8
Cn1c(=O)c2c(nc(Sc3ncccn3)n2Cc2ccccc2Cl)n(C)c1=O
    i, -21.5
COc1ccc(S(=O)(=O)N(C)C[C@H]2Oc3c(cccc3N(C)C)C(=O)N([C@H](C)CO)C[C@@H]2C)cc1
    /, -1.4
CCS(=O)(=O)n1nc(-c2ccc(Cl)cc2)nc1SC
    i, -19.7
CCOc1cc(/C=N/O)ccc1OCc1ccc(F)cc1
    i, -2.0
COc1ccccc1Nc1nc(-c2cccc(N3C(=O)c4ccccc4C3=O)c2)cs1
    i, -21.4
N#Cc1ccccc1NC(=S)NC(=O)C1CCC1
    i, /
CSc1cccc(NC(=O)c2ccco2)c1
    i, -29.2
Cc1nn(-c2ccccc2)c(C)c1NC(=O)COC(=O)c1ccc(NC(=O)CC#N)cc1
    i, -10.5
COc1ccc(NC(=O)N(CCN2CCCC2)Cc2cc3cc(OC)c(OC)cc3[nH]c2=O)cc1
    i, 7.5
CN(C)CCCN1C(=O)C(=O)/C(=C(/O)c2ccncc2)C1c1cccc(Br)c1 (centres undefined)
    i, 1.3
Cc1c(C(=O)c2ccccc2)c2ccccn2c1CCC#N
    i, -20.1
C=CCc1ccc(OCCCOc2ccc(C(=O)O)cc2)c(OC)c1
    i, -16.0

Next part
Every second line gives: CHT PAM, OX1R antagonist
COc1cc(-c2nc(CCNC(=O)c3ccco3)cs2)cc(OC)c1OC
    i, -18.1
COc1ccc(NC2CC(=O)N(C)C2=O)cc1 (centres undefined)
    i, -20.7
COc1ccc(NC(=O)C2CCN(c3cc(-c4ccccc4)nc4ncnn34)CC2)cc1OC
    i, -16.4
COc1ccc(N2CCN(Cc3nc4c(c(=O)[nH]c(=O)n4C)n3CCCc3ccccc3)CC2)cc1
    i, -42.8
CCCn1c(=O)c2[nH]cnc2n(-c2ccc(Cl)cc2)c1=O
    i, -15.8
OCCN1CCN(CC(O)COCC2COc3ccccc3O2)CC1 (centres undefined)
    i, -0.2
Cc1ccc(C2CC(c3ccccc3)=NN2c2ccccc2)o1 (centres undefined)
    i, -36.0
Cc1cc2nc(-c3cccc(NC(=O)c4ccc(Br)o4)c3C)oc2cc1C
    i, -26.3
Nc1ncnc2c1ncn2C1CCCC1
    i, -9.6
COc1ccc(NS(=O)(=O)c2cccc(C(=O)NCC(c3ccco3)N(C)C)c2)cc1 (centres undefined)
    i, -1.9
C[C@H](CO)N1C[C@H](C)[C@@H](CN(C)C(=O)Nc2ccc(C(F)(F)F)cc2)Oc2ccc(NC(=O)Cn3cnnn3)cc2C1=O
    /, 6.2
CC1CCC(=NNC(=O)Cc2ccccc2)CC1 (centres undefined)
    i, -11.1
CCC(=O)Nc1nc2ccccc2n1Cc1ccccc1Cl
    i, -22.7
CCn1c(CNc2ccc(OC)cc2)nnc1SCC(=O)c1ccc(OC)cc1
    i, -31.0
NS(=O)(=O)c1ccc(NC(=O)COC(=O)/C=C/c2ccc([N+](=O)[O-])cc2)cc1
    i, 3.9
O=C(NCc1ccco1)c1cccc(-c2nnc(-c3ccccc3)o2)c1
    i, -13.4
